Diaph act CS = activates diaphorase or chemically reduces, flagging diaphorase assay artifacts | Diaphorase/resazurin coupled assay, resorufin fluorescence, 16 min; stronger effect = higher value; 1 = vehicle wells, 0 = NADH-free wells | activation factor at 20 µM | hit rate 0.005% among 190,000;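 active = diaphorase activity raised at least twofold by the compound at 20 µM; inactive = activation factor below 2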
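Test system: Clostridium kluyveri diaphorase, purified enzyme; input: enzyme 0.07 U/mL final; buffer or medium: 50 mM HEPES pH 7.4 with 4.542 mM MgCl2, 0.005% Tween 20; also added: 0.114 mM NADH and 0.1 mM resazurin, final amounts; schedule: 16 min enzyme reaction, ambient temperature; technique: fluorescence of resorufin, 544 nm excitation, 590 nm emission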
PMI act satM6P = PMI (human) activation, high substrate. hit rate 0.34% among 190,000. activation factor at 20 µM. AID 1216. coupled PMI enzyme assay, resazurin fluorescence, 20 min; stronger effect = higher value; 1 = untreated enzyme, 0 = substrate-free blank. P34949;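 active = activation factor of 2 or more at 20 µM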
Target sequence (P34949 whole entry, looked up): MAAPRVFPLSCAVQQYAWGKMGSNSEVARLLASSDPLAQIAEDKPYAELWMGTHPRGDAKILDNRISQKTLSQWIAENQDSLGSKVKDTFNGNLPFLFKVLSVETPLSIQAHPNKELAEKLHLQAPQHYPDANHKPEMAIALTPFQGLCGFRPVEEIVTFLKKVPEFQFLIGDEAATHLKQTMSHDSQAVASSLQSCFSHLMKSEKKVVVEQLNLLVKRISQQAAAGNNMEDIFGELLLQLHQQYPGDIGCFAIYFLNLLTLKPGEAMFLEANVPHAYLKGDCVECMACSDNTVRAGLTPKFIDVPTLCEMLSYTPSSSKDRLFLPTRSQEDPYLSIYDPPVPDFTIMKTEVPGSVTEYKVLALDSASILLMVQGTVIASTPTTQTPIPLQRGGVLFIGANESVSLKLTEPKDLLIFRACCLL
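Material: human phosphomannose isomerase with PGI, G6PDH, diaphorase coupling enzymes; amount: PMI at 15 ng/mL final; also added: Mannose-6-phosphate 1.0 mM (near-saturating) plus 0.22 mM NADP+; incubation: enzyme reaction with compound 20 min at room temperature; signal: resorufin fluorescence (Ex 544/Em 590 nm) from resazurin via diaphorase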
L major viab = reduces viability of Leishmania major promastigotes. resazurin fluorescence viability. inhibition, % at 10 µM. hit rate 9% among 200,000. AID 1063;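 also: promastigotes grown with compound for 44 hours at 28 °C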
RAM network inh = inhibitors of the yeast RAM network; inhibition, % at 50 µM; hit rate 1.8% among 190,000; S. cerevisiae dse1pr::URA3 reporter, 5-FOA growth OD615, 2 d; analog-sensitive cbk1-as2 kinase mutant strain;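 active = inhibition above a set limit, 3 SD over mean compound inhibition, cut at about 8.4% in these data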;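 also: 0% = DMSO-only wells with no growth and 100% = 10 µM 1-NA-PP1 full growth; inhibition rescues growth on 5-FOA so higher OD means more RAM inhibition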
Redox H2O2 prof = compounds producing H2O2 with reducing agent – biochemical, NIH compound library profiling, artefact control for MLSCN library redox annotation, primary screen. DTT-dependent redox cycling H2O2, phenol red/HRP absorbance; 100% = 100 µM peroxide control, 0% = buffer. activation, % at 10 µM. hit rate 0.03% among 200,000. AID 878;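 active = activation of at least 50% relative to the plate's high and low controls in the primary single-dose screen; inactive = activation below 50%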;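 also: compound incubated with DTT at 0.8 mM final as the reducing agent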
Diaphorase inh = inhibits diaphorase or chemically oxidizes, flagging diaphorase assay artifacts; AID 1217; diaphorase resazurin-to-resorufin fluorescence, NADH, 16 min; bacterial (C. kluyveri) enzyme, not human; inhibition, % at 20 µM; hit rate 0.69% among 190,000;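 active = primary screen inhibition at 20 µM above a set limit, cut at about 50% in these data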;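 also: plate controls were DMSO with full reaction for no effect and wells lacking NADH for full effect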
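Benchmarks: positive control wells lacking NADH, neutral wells with DMSO only. System: bacterial diaphorase enzyme (C. kluyveri). Input: 0.14 U/mL diaphorase, enzyme working solution. Detection: resorufin fluorescence, excitation 544 nm, emission 590 nm. Times: 16-min room-temperature incubation before reading.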
S1P3 antagonist = blocks the human S1P3 receptor. inhibition, % at 4.98 µM. Q99500. CHO S1P3 NFAT-BLA reporter, FRET fluorescence, antagonist mode. AID 485. hit rate 0.27% among 170,000;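 active = inhibition above the plate cutoff, the mean inhibition of test wells on that plate plus 3 SD, cut at about 28% in these data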;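 also: cells challenged with S1P at its EC80 of 0.8 µM; blue over green emission ratio from cleaved BLA substrate after 4 h stimulation; 0% = S1P-stimulated wells and 100% = unstimulated DMSO-only wells; some compounds past the cut are filed as inactive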
Target sequence (Q99500 whole entry, looked up): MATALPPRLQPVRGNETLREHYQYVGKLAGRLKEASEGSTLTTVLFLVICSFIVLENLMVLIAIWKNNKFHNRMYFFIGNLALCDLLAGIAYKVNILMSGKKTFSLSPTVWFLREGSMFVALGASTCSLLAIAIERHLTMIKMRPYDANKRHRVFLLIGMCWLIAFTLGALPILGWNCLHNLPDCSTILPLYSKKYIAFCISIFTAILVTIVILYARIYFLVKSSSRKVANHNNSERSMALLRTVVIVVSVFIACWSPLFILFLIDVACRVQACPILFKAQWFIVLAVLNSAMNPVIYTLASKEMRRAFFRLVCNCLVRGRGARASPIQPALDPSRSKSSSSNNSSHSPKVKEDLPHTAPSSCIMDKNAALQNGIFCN
TLR4-MyD88 BLA = inhibitors of human TLR4-MyD88 binding; HeLa CL3-4 TLR4/MyD88 BLA complementation, FRET ratio; O00206+Q99836; hit rate 0.18% among 200,000; inhibition, % at 8.4 µM; in the data active = inhibition above about 25%;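 also: 0% = vehicle and 100% = reference inhibitor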
G6PDH counter = inhibits Leuconostoc G6PDH, flagging false hits in G6PDH-based assays | Purified L. mesenteroides G6PDH, diaphorase/resazurin coupled fluorescence, 45 min | inhibition, % at 5 µM | hit rate 0.12% among 200,000 | AID 1020
PMI activator = phosphomannose isomerase (human) activation | hit rate 0.005% among 190,000 | purified human PMI, coupled resazurin fluorescence, 20 min; stronger effect = higher value; 1 = vehicle control, 0 substrate-free wells | AID 1214 | activation factor at 20 µM;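 active = activation factor of 2 or more at 20 µM, relative to plate controls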
Hsp70 act = transcriptional activators of Hsp70 | activation, % at 10 µM | HeLa Hsp70 promoter luciferase reporter, luminescence; scaled: vehicle 0, proteasome-inhibitor control 100% | hit rate 0.04% among 200,000;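 active = activation above the mean across all tested compounds plus 3 SD, cutoff set per campaign, cut at about 5.5% in these data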;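 also: 100% = MG132 at 30 µM as the positive control and 0% = DMSO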
Starred values were filed as active, the others as inactive; · = not tested or not shown. Rule as the data show it, unless noted: active = inhibition above about 50%; inactive = the rest.

SMILES	Diaph act CS	PMI act satM6P	L major viab	RAM network inh	Redox H2O2 prof	Diaphorase inh	S1P3 antagonist	TLR4-MyD88 BLA	G6PDH counter	PMI activator	Hsp70 act
CC1=NN(c2ccccc2)C(=O)/C1=C\c1c(C)[nH]n(-c2ccccc2)c1=O	0.9	0.9	-6	3.5	1.2	9	·	-4	2	0.8	0.1
O=C(Nc1ccc(S(=O)(=O)Nc2ncccn2)cc1)c1cnc(Cl)c(Cl)c1	0.9	0.9	-2	11*	0.0	11	-7	2	-2	1	-0.2
CCC1=NNC(=O)C(CC(=O)Nc2ccccc2)c2cc(OC)c(OC)cc21 (stereo unspecified)	0.9	1	0	8.3	0.3	9	-14	12	-2	1.1	-0.2
CNc1nc(Oc2ccc(C(=O)OC)cc2)nc(SC)n1	0.8	0.9	8	2.5	-0.3	16	·	-10	2	1	0.0
OCCSc1nncn1/N=C/c1c[nH]c2ccccc12	0.8	1	-7	2.0	-0.1	18	-2	-9	-2	1	0.1
COc1cc(NC(=O)C2CCCCC2)c2ncccc2c1	0.8	1	1	2.9	1.1	17	·	10	0	0.9	-0.3
COc1ccccc1NC(=O)N1CCc2[nH]c3ccc(Cl)cc3c2C1	0.7	0.9	95*	4.2	-0.7	28	7	-9	4	0.9	-0.3
O=C(CSc1n[nH]c(=O)[nH]c1=O)N/N=C/C=C\c1ccccc1	1.1	1.2	-5	0.1	-0.4	-10	-1	-2	2	1.1	0.1
CCCCN1C(=O)C2(NNc3ccccc3O2)c2ccccc21 (stereo unspecified)	0.9	2.1*	96*	15*	-1.6	12	·	14	7	1.6	0.0
O=C(NCCCn1ncc2ccccc21)c1cc(COc2c(F)cccc2F)on1	0.8	1	4	0.8	-0.4	25	-16	-1	6	0.9	-0.3
Cc1ccc(OCC(O)CN2CCN(Cc3ccc4c(c3)OCO4)CC2)c(C)c1 (stereo unspecified)	0.9	1.1	87*	1.6	8.1	8	18	10	2	1	-0.3
CSCCC(NC(=O)c1cc(CC(C)C)oc1C)C(=O)O (stereo unspecified)	0.7	1	11	3.6	0.5	28	6	1	-3	1.2	-0.1
C=CCn1c(SCC(=O)N2CCN(c3ccccc3)CC2)nnc1-c1ccco1	0.9	1	-6	0.5	0.6	15	·	0	5	0.9	-0.3
COc1ccc(OC)c(CN2CCN(C(=O)c3cccs3)CC2)c1	0.8	1.1	9	-0.1	3.2	20	-11	-11	-6	1	-0.1
Oc1ccc(-c2nc3cnccn3c2Nc2ccc3c(c2)OCCO3)cc1	0.8	0.9	-2	0.1	-0.8	18	-9	-14	7	0.9	0.9
O=C(NCc1ccc(Cl)cc1)C1CCCO1 (stereo unspecified)	0.9	0.9	-3	0.5	0.2	10	2	-10	-1	0.9	0.1
CCc1nnc(NC(=S)Nc2ccccc2)s1	0.8	1	-4	2.5	0.2	19	-7	-2	5	0.9	0.2
Cc1cc(NC(=O)/C=C/C(=O)N(CC(=O)NC2CCCC2)c2ccc(F)cc2)no1	0.8	1	5	-0.5	-0.4	18	20	11	6	1	-0.1
Nc1c(C(=O)N2CCOCC2)sc(=S)n1-c1ccccc1	0.9	0.9	-5	0.9	2.9	7	-35	-3	-25	0.5	-0.4
Cc1nc2c3cc(F)ccc3n(Cc3ccc(F)cc3)c2s1	0.7	0.5	-3	3.0	-0.2	31	8	-8	17	0.7	0.2
Cc1cc(C(=O)OCC(=O)NCc2ccccc2Cl)c(C)o1	0.9	0.9	-4	2.8	-0.5	14	-22	-10	5	1.1	0.3
Cc1cc2ccccc2n1CCNC(=O)C(C)C	0.9	0.9	-3	-0.5	-2.3	14	-7	4	-6	0.9	-0.4
CCOC(=O)/C(=C/c1ccc(N2CCC(c3ccccc3)=N2)cc1)C(C)=O	0.8	0.9	5	20*	-0.1	23	-24	4	0	0.9	-0.1
Cn1c(NCc2ccco2)nc2c1c(=O)n(Cc1ccc(Cl)cc1Cl)c(=O)n2C	0.7	0.8	-5	5.8	2.0	28	-9	-1	-27	0.8	-0.3
CCOC(=O)c1cc(C(=O)OCC)c2cccc(C)n2c1=O	0.9	1	7	-0.6	0.5	11	·	-1	3	0.9	-0.3
Cc1cc(C(=O)NCCC2=CCCCC2)c(C)o1	1	1.1	2	-0.5	0.9	4	-1	2	-2	1	0.2
Cn1c(=O)c(=O)n(C)c2cc(S(=O)(=O)NCCc3ccccc3)ccc21	1	1	19	0.4	-0.1	5	-9	-5	7	1.1	-0.2
CCOc1ccc2nc(Nc3nc(CSc4nnnn4-c4ccccc4)cc(=O)[nH]3)nc(C)c2c1	0.8	0.9	50*	8.2	0.9	24	·	-4	2	0.9	-0.2
COc1ccc(-c2c3c(=O)n(C)c(=O)n(C)c3cn2C2CCCCC2)cc1	1	1.2	9	1.1	0.3	0	6	-14	3	1.1	-0.1
Cc1[nH]nc2c1C(CCc1ccccc1)C(C#N)=C(N)O2 (stereo unspecified)	0.8	0.9	·	-0.5	·	16	·	·	4	0.9	·

Some of these compounds in order of number of heavy atoms, lowest first.
SMILES	Diaph act CS	PMI act satM6P	L major viab	RAM network inh	Redox H2O2 prof	Diaphorase inh	S1P3 antagonist	TLR4-MyD88 BLA	G6PDH counter	PMI activator	Hsp70 act
CCc1nnc(NC(=S)Nc2ccccc2)s1	0.8	1	-4	2.5	0.2	19	-7	-2	5	0.9	0.2
Nc1c(C(=O)N2CCOCC2)sc(=S)n1-c1ccccc1	0.9	0.9	-5	0.9	2.9	7	-35	-3	-25	0.5	-0.4
CCOc1ccc2nc(Nc3nc(CSc4nnnn4-c4ccccc4)cc(=O)[nH]3)nc(C)c2c1	0.8	0.9	50*	8.2	0.9	24	·	-4	2	0.9	-0.2

Following part:
SMILES	Diaph act CS	PMI act satM6P	L major viab	RAM network inh	Redox H2O2 prof	Diaphorase inh	S1P3 antagonist	TLR4-MyD88 BLA	G6PDH counter	PMI activator	Hsp70 act
Cc1cccc(-n2c(SCC(N)=O)nc3c(c2=O)C2(CCCCC2)Cc2ccccc2-3)c1	0.7	0.8	46	7.3	-0.4	32	7	-4	8	0.7	-0.2
O=C(NCc1cccnc1)C1CC(=O)N(c2ccc(Cl)cc2)C1 (stereo unspecified)	0.9	0.9	-8	0.5	2.1	8	-27	14	2	0.9	-0.4
Nc1nnc(SCCCC(=O)c2ccc(Br)cc2)s1	0.9	1.1	-4	2.6	0.2	10	-12	0	2	1	-0.1
CC(=O)Cc1nsc(NC(=O)c2ccc(COc3ccccc3)o2)n1	0.8	0.9	-5	2.8	2.8	19	9	4	0	0.8	-0.3
CCC1=NC(c2ccc(Br)cc2)N(O)C1(C)C (stereo unspecified)	1	1.1	0	0.7	-1.8	3	4	17	-2	1.2	-0.2
Cc1c(Cl)cccc1NC(=O)Nc1ccccc1C(N)=O	0.8	1.1	-5	1.5	0.0	18	15	7	10	1	0.1
O=C(Nc1ccc(S(=O)(=O)Nc2ccccc2)cc1)C1COc2ccccc2O1 (stereo unspecified)	0.8	0.8	39	4.2	1.3	21	·	-20	9	0.8	-0.5
CCN1C(=O)C(F)(CC)C(=O)c2ccccc21 (stereo unspecified)	1	1	-5	2.2	-0.4	1	4	-12	0	1	-0.3
O=C(NCCSc1ccc(Cl)cc1)c1ccco1	0.9	0.9	5	-0.2	0.1	8	·	1	11	0.9	-0.2
Cn1cccc1Cc1nnc(SCC(=O)N2CCCC2)n1CCc1ccccc1	1	1.2	-9	0.6	-2.5	2	1	13	3	1.1	-0.4
Cc1ccc(-c2nn(-c3cc(N4CCNCC4)ccc3[N+](=O)[O-])c(=O)c3ccccc23)cc1	1.6	1	101*	-0.6	-1.1	-58	-15	14	-3	1	0.4
COc1ccccc1N(C)S(=O)(=O)c1ccc(C(=O)N2CCC(C(N)=O)CC2)cc1	1	1	3	0.1	0.1	1	·	-5	-2	0.9	-0.3
Cc1ccc(S(=O)(=O)/N=C(/c2ccccc2)N2CCOCC2)c(C)c1	0.9	1.1	-3	-1.0	0.2	8	3	3	2	1.1	0.4
c1ccc(Nc2nc(N3CCCCC3)nc(N3CCNCC3)n2)cc1	1	0.9	100*	2.5	0.0	-4	-6	1	4	0.9	-0.3
CCN(CC)CCn1c(SCC(=O)NCc2ccco2)nc2c(sc3ccccc32)c1=O	0.8	1	3	0.3	-0.5	20	-9	-5	7	0.9	0.1
CCCN(CC1CC1)C(=O)CSc1ncnc2sccc12	0.9	1.1	1	-0.1	-2.0	9	-3	-9	4	1.1	-0.1
COc1cc(SC)ccc1C(=O)Nc1cc(C)ccn1	1	1	26	0.5	-1.4	-2	6	-17	0	1.1	-0.2
COc1ccc(NC(=O)c2cncc(Br)c2)c(S(=O)(=O)N2CCOCC2)c1	0.9	1.1	-4	1.6	-1.6	6	·	-1	9	1.1	-0.2
Cc1cc(C)cc(N2C(=O)CC(Sc3nnnn3-c3ccccc3)C2=O)c1 (stereo unspecified)	1	1	-4	1.9	3.2	3	·	13	4	0.9	0.0
CN(C)c1ccc(C(=S)NCc2ccco2)cc1	0.8	0.9	4	2.3	3.0	16	4	0	-15	0.5	-0.2
COc1ccc(NC(=S)Nc2ccccc2)c(OC)c1	0.9	1	12	-0.5	-0.1	10	-15	3	-2	0.9	0.1
CC1CCN(c2c(NCC3CCC(C(=O)NCc4ccccc4)CC3)c(=O)c2=O)CC1 (stereo unspecified)	0.9	0.9	-6	0.0	0.8	14	-7	0	14	1	0.3
Cc1cccc(-c2c3c(=O)n(C)c(=O)n(C)c3cn2-c2ccccc2O)c1	0.9	0.6	19	5.7	-0.2	13	2	-5	8	0.9	-0.2
COc1cc2ncnc(NCc3ccc(C)o3)c2cc1OC	0.9	0.8	22	-0.2	-0.1	6	-16	6	18	0.8	-0.2
Cc1ccc(S(=O)(=O)/N=C(/c2ccccc2)N(C)c2ccc(O)cc2)cc1	0.9	0.8	3	1.1	8.3	15	2	5	5	1	-0.3
C#CCOCCOCCOCCNc1nc(N2CCOCC2)nc(N2CCN(C(=O)[C@H]([C@@H](C)CC)n3cc([C@@H](N)CC(C)C)nn3)CC2)n1	0.8	1.1	-3	-0.5	-1.2	18	-13	-5	16	1.1	0.1
Cc1[nH]cc(Br)c(=O)c1Oc1ncc(C(F)(F)F)cc1Cl	1	1	5	1.5	-0.9	4	-10	2	-3	1	-0.4

Compound activity (PubChem BioAssay)
